Screening data (PubChem)
SENP7 block = blocks the human protease SENP7. Q9BQF6. hit rate 1.5% among 330,000. recombinant SENP7, Z-RLRGG-aminoluciferin luminescence, 40 min. inhibition, % at 5 µM;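 active = inhibition above about 50% at the single test dose, limit read from the data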;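 also: plate controls were DMSO with enzyme for no effect and no enzyme buffer wells for full effect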
Target sequence (Q9BQF6 706-1050 limits assumed): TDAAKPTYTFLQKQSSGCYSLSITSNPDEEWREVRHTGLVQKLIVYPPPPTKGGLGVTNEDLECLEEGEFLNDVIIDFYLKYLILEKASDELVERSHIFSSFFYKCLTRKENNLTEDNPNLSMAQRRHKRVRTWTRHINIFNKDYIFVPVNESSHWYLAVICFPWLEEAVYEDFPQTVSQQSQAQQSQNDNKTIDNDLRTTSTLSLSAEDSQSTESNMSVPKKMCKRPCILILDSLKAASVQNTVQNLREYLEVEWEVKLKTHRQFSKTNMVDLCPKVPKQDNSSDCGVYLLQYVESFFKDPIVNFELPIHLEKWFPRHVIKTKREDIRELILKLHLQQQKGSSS
SENP6 inh = inhibitors of human SENP6 protease | Q9GZR1 | Recombinant SENP6 catalytic domain, aminoluciferin luminescence | inhibition, % at 10 µM | hit rate 1.8% among 330,000 | AID 2599;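 active = inhibition above about 50% at the single tested dose, limit read from the data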;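 also: plate controls were DMSO wells with enzyme for no effect and DMSO wells lacking enzyme for full effect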
Target sequence (Q9GZR1 628-1112 limits assumed): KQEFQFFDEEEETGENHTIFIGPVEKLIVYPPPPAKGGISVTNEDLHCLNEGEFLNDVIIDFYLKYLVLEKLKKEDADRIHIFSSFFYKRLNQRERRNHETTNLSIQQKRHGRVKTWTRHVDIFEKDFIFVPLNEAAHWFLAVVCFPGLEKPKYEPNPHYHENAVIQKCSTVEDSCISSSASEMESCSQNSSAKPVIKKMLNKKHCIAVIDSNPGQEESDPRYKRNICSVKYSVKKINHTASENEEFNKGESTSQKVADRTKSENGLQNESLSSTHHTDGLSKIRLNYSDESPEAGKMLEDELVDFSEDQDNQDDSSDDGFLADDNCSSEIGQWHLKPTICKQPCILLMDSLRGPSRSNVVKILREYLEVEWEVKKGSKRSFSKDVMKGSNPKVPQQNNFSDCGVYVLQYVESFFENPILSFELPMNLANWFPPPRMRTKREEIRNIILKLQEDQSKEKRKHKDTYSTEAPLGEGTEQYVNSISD
SENP8 block-1 = SENP8 (human) protease inhibition; recombinant SENP8, Nedd8 substrate fluorescence; inhibition, % at 20 µM; Q96LD8; AID 602440; hit rate 0.64% among 360,000; in the data active = inhibition mostly above about 40%, no sharp cut-off; inactive = mostly below about 27%
Target sequence (Q96LD8 whole entry, looked up): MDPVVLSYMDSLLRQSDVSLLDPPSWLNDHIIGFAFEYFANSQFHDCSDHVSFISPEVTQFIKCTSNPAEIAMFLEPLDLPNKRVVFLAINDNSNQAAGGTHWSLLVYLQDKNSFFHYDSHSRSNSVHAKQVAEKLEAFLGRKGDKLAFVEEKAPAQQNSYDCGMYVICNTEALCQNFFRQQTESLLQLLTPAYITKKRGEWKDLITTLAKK
SENP1 FRET inh = inhibitors of human SENP1 SUMO protease catalytic domain; Q9P0U3; recombinant SENP1 catalytic domain, CyPet-SUMO1-YPet FRET cleavage; inhibition, % at 10 µM; hit rate 0.21% among 360,000; AID 624204;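 active = inhibition at least 30% at 10 µM, raw YFP signal under a set limit, fluorescence ratio 0.5 to 1.5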;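 also: 0% = enzyme with DMSO and 100% = no enzyme wells; some results filed as inactive read as strong as hits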
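Assay system – human recombinant His6-tagged SENP1 catalytic domain enzyme · Input – SENP1 enzyme, 20 pM final · Buffer or medium – Tris pH 8 buffer plus EDTA, NaCl, BME, BSA, NP40, catalase · Schedule – 50 min reaction at room temperature · Technique – FRET read of cyan and yellow fluorescence · Control set – no-enzyme wells low, DMSO-plus-enzyme wells high control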
Apaf1 inhib = inhibitors of human Apaf-1 apoptosome; O14727; reconstituted apoptosome caspase-3 activity, DEVD-Rh110 fluorescence; inhibition, % at 20 µM; hit rate 0.71% among 330,000; active = inhibition of at least 40% at 20 µM;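 also: plate controls were DMSO wells for no effect and DEVD-CHO caspase inhibitor wells for full effect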
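Material: reconstituted apoptosome with Apaf-1, cytochrome c, caspase-9, procaspase-3, dATP / Buffer or medium: pH 7.5 Hepes buffer with CHAPS, BSA, DTT / Also added: cytochrome c with DEVD-Rh110 / Schedule: compound with Apaf-1, dATP, procaspase-3 30 min, then 50 min reaction, room temperature / Technique: rhodamine 110 fluorescence at Ex 480/Em 540 nm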
PfGluPho inh = PfG6PD (Plasmodium falciparum) enzyme inhibition; PfGluPho enzyme, NADPH resazurin-diaphorase fluorescence; inhibition, % at 20 µM; hit rate 0.78% among 350,000; AID 504690;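 active = inhibition reaching at least a set limit at 20 µM in the primary screen, cut at about 59% in these data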;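 also: 0% = DMSO wells with substrate and 100% = DMSO wells lacking glucose-6-phosphate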
SENP8 block-2 = inhibitors of human SENP8 protease; purified SENP8, Z-RLRGG-aminoluciferin cleavage, luminescence; inhibition, % at 10 µM; Q96LD8; AID 2540; hit rate 1.2% among 330,000; in the data active = inhibition above about 50%
HKDC1 inh = HKDC1 (human) hexokinase inhibition | Q2TB90 | AID 493160 | hit rate 0.16% among 340,000 | inhibition, % at 20 µM | recombinant HKDC1, G6PDH/diaphorase resazurin coupled fluorescence;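 active = inhibition above about 35% when tested at 20 µM, limit read from the data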;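 also: plate controls were DMSO wells with enzyme for no effect and DMSO wells lacking enzyme for full effect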
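Incubation: 90 min at room temperature in dark / Material: recombinant HKDC1 (HK5) hexokinase enzyme, produced in-house / Quantity: enzyme 5 µg/mL final / Compound: one dose of 20 µM, 1% DMSO / Reagent: glucose and ATP substrates / Buffer or medium: Tris pH 8.0 buffer with MgCl2, Tween-20, BSA, BME / Technique: resorufin fluorescence at 613 nm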
Numbers without * were called inactive; i = inactive; x = no result given.

SMILES	SENP7 block	SENP6 inh	SENP8 block-1	SENP1 FRET inh	Apaf1 inhib	PfGluPho inh	SENP8 block-2	HKDC1 inh
Brc1c(-c2ccccc2)nc2n1Cc1ccccc1-2	47	75*	18	0	20	21	51*	-3
O=C1C(=O)N(CCCO)C(c2ccccc2)/C1=C(\O)c1ccc(Br)cc1 (stereo not drawn)	6	-18	-31	0	-6	8	12	-2
CC(NC(=O)C1(C)CC1(Br)Br)C(C)(C)C (stereo not drawn)	-11	-15	6	1	9	-1	-3	-6
Cc1cc(OC(C)C(=O)NCC2CCCO2)cc(C)c1Cl (stereo not drawn)	-10	-11	5	-1	9	4	-10	-6
CC(=O)C1=C(O)C(=O)N(CCO)C1c1ccccc1 (stereo not drawn)	-3	-17	7	4	-19	-1	0	-6
O=C(O)c1cnn(-c2nc(-c3ccc(F)cc3)cs2)c1C(F)(F)F	2	-23	-110	-1	1	-22	6	0
CCN(C(=O)CSc1nnc(SC(C)C)s1)C1CCS(=O)(=O)C1 (stereo not drawn)	4	-3	5	3	-10	8	-3	-3
CC1CCCN(C(=O)C2c3ccccc3C(=O)N3CCc4ccccc4C23)C1 (stereo not drawn)	-9	-5	-8	-4	0	-29	-6	0
CN(C)c1cccc(C(=O)NNC(=O)/C=C/c2cccs2)c1	8	3	-18	2	0	-6	-1	5
O=C(NC(=S)N(CCO)Cc1ccccc1)c1ccc(F)cc1Cl	5	7	9	1	0	-4	6	-5
COc1ccc(C(=O)Nc2ccc3c(c2)OCCO3)cc1S(=O)(=O)N1CCOCC1	-8	16	26	2	2	8	0	4
COc1ccc(CCNC(=O)C2=CC=CN3CCS(=O)(=O)N=C23)cc1	-2	4	i	0	-9	-8	6	-1
CCc1c(C)nc2ncnn2c1N1CCCC(C(=O)NCCc2ccc(OC)cc2)C1 (stereo not drawn)	3	-13	6	0	-21	7	-3	-6
c1ccc(-n2nnc3cnccc32)cc1	2	-4	8	1	4	8	-5	-3
Cc1ccc(Cn2nc(-c3ccccc3)nc2-c2ccccc2)cc1	68*	74*	44*	2	12	14	59*	4
Cc1ccc(C)c(S(=O)(=O)N2CCCCC2CCNC(=O)C(=O)NCc2cccnc2)c1 (stereo not drawn)	-6	0	-4	-1	0	-8	-8	-6
CCN(Cc1ccccc1)C(=O)Cn1c(=O)n(CC(=O)NCc2ccco2)c(=O)c2sccc21	4	4	16	3	2	-14	4	-5
COc1ccc(-c2nn(-c3ccccc3)cc2C(=O)N(C)C)cc1	1	6	11	-1	5	-4	1	7
O=C(COC(=O)Cc1ccc(F)cc1)NC1CCS(=O)(=O)C1 (stereo not drawn)	-1	-11	12	1	-2	12	-6	5
O=C(COc1ccc(Cl)cc1Br)NNC(=O)C(=O)N1CCCCC1	-3	6	14	2	3	-7	-8	-1

Full records as entered above. Order of values: SENP7 block, SENP6 inh, SENP8 block-1, SENP1 FRET inh, Apaf1 inhib, PfGluPho inh, SENP8 block-2, HKDC1 inh
CCc1c(C)nc2ncnn2c1N1CCCC(C(=O)NCCc2ccc(OC)cc2)C1 (stereo not drawn) in the list: 3, -13, 6, 0, -21, 7, -3, -6
O=C(COC(=O)Cc1ccc(F)cc1)NC1CCS(=O)(=O)C1 (stereo not drawn) in the list: -1, -11, 12, 1, -2, 12, -6, 5
Brc1c(-c2ccccc2)nc2n1Cc1ccccc1-2 in the list: 47, 75*, 18, 0, 20, 21, 51*, -3
Cc1ccc(C)c(S(=O)(=O)N2CCCCC2CCNC(=O)C(=O)NCc2cccnc2)c1 (stereo not drawn) in the list: -6, 0, -4, -1, 0, -8, -8, -6
Cc1cc(OC(C)C(=O)NCC2CCCO2)cc(C)c1Cl (stereo not drawn) in the list: -10, -11, 5, -1, 9, 4, -10, -6

More records follow.
SMILES	SENP7 block	SENP6 inh	SENP8 block-1	SENP1 FRET inh	Apaf1 inhib	PfGluPho inh	SENP8 block-2	HKDC1 inh
Cc1cc(C(=O)NCCc2ccc(Cl)cc2)c(C)o1	0	2	6	2	8	4	0	0
CC(C)(C)c1nn(-c2ccccc2)c2[nH]c(=O)c(CNc3ccc4c(c3)OCCO4)cc12	2	20	-68	-16	4	-21	13	5
CNC(=O)NC(=S)NC(=O)c1ccccc1Cl	-1	-7	6	-3	2	-7	4	-12
CC1CCCC(C)N1CCNC(=O)C1CCN(S(=O)(=O)N2CCCCC2)CC1 (stereo not drawn)	1	8	5	-58	-5	-14	-2	13
NNC(=O)c1cccc(S(=O)(=O)Nc2cc(Cl)ccc2Cl)c1	-1	-8	10	-1	-13	-13	1	-5
O=C(NC(=S)N1CCCc2ccccc21)c1ccc(Br)cc1	7	13	-389	-39	24	35	-4	5
COc1ccc(N(CC(=O)NCC2CCCO2)C(=O)CCC(=O)Nc2cc(C)on2)cc1OC (stereo not drawn)	-2	-3	12	3	-9	-25	-9	6
CCOc1ccc(Br)cc1C(=O)N/N=C/c1c[nH]c2ccccc12	-5	58*	-96	-2	14	10	1	-1
Cc1ccc(NC(=O)c2ccc(NCCN)c([N+](=O)[O-])c2)cc1Cl	8	-19	25	4	1	-3	-11	-6
CN(C)CCCn1c(=O)n(Cc2ccccc2)c(=O)c2c3c(sc21)CCCCC3	-1	-22	14	2	15	0	-8	2
CCOC(=O)Cc1csc(NC(=O)c2ccc(C)cc2)n1	10	-3	11	1	-5	-9	-5	2
O=C(NCc1ccccc1)c1c[nH]c2ccccc2c1=O	13	0	16	-5	-3	-5	-12	2
CCOC(=O)COc1ccc2nsnc2c1Cl	3	-17	-414	-4	-4	-16	-3	-1
CCCCN(C(=O)c1cccc(S(=O)(=O)N2CCOCC2)c1)c1c(N)n(CCC)c(=O)[nH]c1=O	-3	-21	10	0	-84	-4	-7	-9
CCOc1ccc2nc(SCC(=O)N(C)C3CCS(=O)(=O)C3)[nH]c2c1 (stereo not drawn)	6	-6	-2	-1	7	24	-2	4
CCOC(=O)C1(Cc2ccc(OC)cc2)CCN(C(=O)c2cc3ccccc3[nH]2)CC1	-10	-1	-115	0	25	29	3	0
COc1ccc(-c2nn(CCC#N)cc2C=C(C#N)C#N)cc1	-1	-6	-67	2	-21	-5	-4	3
CCOc1ccc2nc(SCC(=O)N3c4ccccc4Sc4ccccc43)c(C#N)cc2c1	2	13	-90	-37	6	2	2	-1
CN1CCN(C(=O)c2ccc(CSc3nc4ccncc4n3Cc3ccc(F)cc3)cc2)CC1	-2	-4	4	4	6	-3	-3	-5
Cc1cc(=O)oc2cc(OCC(=O)OCC(=O)NC(=O)NC(C)C)ccc12	-13	-21	-50	-1	1	6	-15	-12
O=C(NC(=S)NCC1CCCO1)c1ccco1 (stereo not drawn)	12	14	21	1	-5	4	2	-2
COc1ccc(C2CC(c3c(Cl)cccc3Cl)n3nc(N)nc3N2)cc1 (stereo not drawn)	-1	6	-42	-4	0	10	2	-4
Cc1cc(C)n(C(=O)c2ccc(C)c(Br)c2)n1	-3	2	13	5	3	-3	-7	4
Brc1ccc(-c2cnc(-c3cccs3)o2)cc1	62*	69*	-370	-1	24	21	41	-2
Cc1ccc(Cn2nc(C)c(NC(=O)CSc3nc4c(c(C(F)(F)F)n3)CCc3ccccc3-4)c2C)cc1	x	x	16	1	x	-1	x	14
O=C(NCCCc1ccccc1)C(=O)NCC1OCCN1S(=O)(=O)c1cc(F)ccc1F (stereo not drawn)	5	-2	-3	-2	7	10	2	-5
OC(CN1CCN(c2ccccc2)CC1)c1c[nH]c2ccccc12 (stereo not drawn)	-1	-26	8	6	17	-12	-9	-5
CN(Cc1ccsc1)C(=O)CCc1nnc(Cc2c[nH]c3ccccc23)o1	-3	7	12	1	4	-9	8	-7
Cc1ccc(CC(=O)NCC(C)C)cc1	4	21	7	2	-6	0	-3	-12
CC(C)(C)[C@H]1COC(=O)CCC/C=C/C[C@H](CC(=O)N(CCO)Cc2ccccc2)C(=O)N1	-3	-11	20	-1	1	-16	-11	-5
C[C@@H](C(=O)NCCc1c[nH]c2ccccc12)[C@H]1C[C@]1(C)[C@H](NC(=O)OCc1ccccc1)c1ccccc1	0	-17	5	-1	13	18	-4	2
O=C(Cc1ccccc1)c1c[nH]c(C(=O)O)c1	-15	2	10	0	12	-10	-18	-2
CCC1(C)Cc2c(C#N)c(SC)nc(N3CCOCC3)c2CO1 (stereo not drawn)	0	-4	-36	4	-9	-13	-1	1
O=C(CNC(=O)c1ccco1)OCC(=O)c1ccc(Cl)cc1	7	-1	14	-1	-4	-11	8	-9
COc1ccc(-c2ccc(Nc3ccc(S(=O)(=O)N4CCCC4)cc3)nn2)cc1OC	-10	-3	-90	-1	7	-5	-8	1
COc1ccccc1OCC(=O)Nc1ccc(Cl)cc1	-6	-1	15	2	4	-4	-16	10
CCCCn1c(SCC(=O)N2CCOCC2)nc2ccccc2c1=O	4	-17	4	-2	1	-10	6	-3
COC(=O)c1ccc2nc3c(cc2c1)[C@@H]1CCN2C(=O)CCC[C@H](C3)[C@H]12	x	x	-17	-3	x	6	x	-2
CCCCn1c(SCC(=O)NCc2ccco2)nc2cc(S(N)(=O)=O)ccc21	1	-1	14	-1	-4	24	-2	8
O=C(Nc1ccc(Cl)cc1)[C@@H]1[C@@H]2C(=O)N(c3ccc(Cl)cc3Cl)C(=O)[C@@H]2[C@H]2C=CC=NN21	-5	-2	x	x	21	x	0	x
Cc1cc(C)cc(N(CC(=O)Nc2cccc(C)n2)S(=O)(=O)c2c(C)noc2C)c1	-3	-3	8	-3	9	24	9	2
O=C(NC1CC2CCC1C2)c1ccc(CN2CCOCC2)cc1 (stereo not drawn)	-7	-18	33	0	3	0	-5	-3
CCn1c(=O)cc(OCC(=O)NCc2ccco2)c2ccccc21	0	-5	12	0	-8	-4	1	6
Cc1ccccc1/C(N)=N/OC(=O)/C=C/c1ccccc1	60*	67*	14	2	17	2	37	-4
CC(CNC(=O)COc1ccccc1)OC(=O)Nc1cccc(Cl)c1 (stereo not drawn)	7	-5	12	-2	-7	15	4	6
Cc1ccc(Cn2ncc3c(N4CCN(C5CCCC5)CC4)ncnc32)cc1	-4	-10	15	1	11	9	-12	-5
CCCOc1ccc(C(=O)CCC(=O)Nc2ccc(N3CCN(C)CC3)cc2)cc1	3	5	-8	-2	40	11	-1	5
c1ccc(C2CC(c3ccccc3)n3c(nc4ccccc43)N2)cc1 (stereo not drawn)	-7	-13	11	7	7	-5	-14	-10
Nc1ccccc1-c1nc2ccccc2[nH]c1=O	9	12	5	-7	13	-11	5	-1
COCc1cc(CN(C)C(=O)c2oc3c(F)cccc3c2C)[nH]n1	-1	15	6	4	-2	2	-1	-4
O=C(O)c1cc([N+](=O)[O-])ccc1Nc1ccccc1	6	13	3	0	-3	8	6	-7
NC(=O)CN1C(=O)C2C3C=CC(C3)C2C1=O (stereo not drawn)	-7	0	23	0	8	6	3	3
Fc1ccc(C(c2ccc(F)cc2)N2CCN(C/C=C/c3ccccc3)CC2)cc1	-10	-16	8	2	32	7	-4	13
